# APJ agonist: agonists of human apelin receptor APJ, primary screen, CHO-K1 cells, PathHunter beta-arrestin, luminescence | activation, % at 20 µM | actives 0.11% (n = 330,000) | 0% DMSO wells, 100% apelin | AID 2520, 2010;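 active means activation more than six SD over the plate average, tested at 20 µM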;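 further: 0% = DMSO alone and 100% = apelin-13 at 10 nM; some results filed as inactive read as strong as hits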
# Target sequence (P35414 whole entry, looked up): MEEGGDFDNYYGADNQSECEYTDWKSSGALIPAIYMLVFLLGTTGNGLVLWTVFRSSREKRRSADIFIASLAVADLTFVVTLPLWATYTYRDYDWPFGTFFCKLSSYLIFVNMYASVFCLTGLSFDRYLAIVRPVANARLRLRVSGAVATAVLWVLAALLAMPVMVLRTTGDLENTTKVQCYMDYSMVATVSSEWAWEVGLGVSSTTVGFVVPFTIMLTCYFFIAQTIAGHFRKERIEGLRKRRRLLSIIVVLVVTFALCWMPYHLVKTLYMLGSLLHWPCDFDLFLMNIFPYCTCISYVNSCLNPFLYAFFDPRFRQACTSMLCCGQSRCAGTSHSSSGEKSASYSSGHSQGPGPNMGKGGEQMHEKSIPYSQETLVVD
#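 Test system – PathHunter CHO-K1 APJ (AGTRL-1) beta-arrestin reporter cells · Input – 1000 cells/well · Compound – single test compound dose, 20 µM final, 1% DMSO · Times – compound stimulation 90 min at 25 °C, detection 60 min · Technique – beta-gal luminescence · Read-out basis – APJ–arrestin association signal · Control set – negative DMSO alone, positive Apelin-13 at 10 nM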
# 697 NFkB inh: inhibitors of PMA/ionomycin-induced NF-kB reporter, 697 cells, primary screen, B-cell NF-kB inhibitor project, cell-based, luminescence, uHTS | 697 B-cell NF-kB luciferase reporter, 16 h | inhibition, % at 4 µM | actives 0.33% (n = 330,000); in the data active means inhibition above about 35%
# Mdm2-MdmX inh: inhibitors of human Mdm2-MdmX association, primary screen, cell-based, luminescence, split luciferase, SaOS-2, uHTS; Protein Mdm4 (Homo sapiens) + E3 ubiquitin-protein ligase Mdm2 (Homo sapiens), …; SaOS-2 split-luciferase Mdm2/MdmX complementation; inhibition, % at 8 µM; actives 3% (n = 330,000);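 active means inhibition of at least 50% at 8 µM in the primary screen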
# CHOP UPR activ: activators of apoptotic CHOP UPR arm, primary screen, cell-based, CHO-CHOP luciferase reporter, luminescence, uHTS | AID 449763, 2010 | actives 0.34% (n = 330,000) | activation, % at 10 µM | UPR activation; percent of tunicamycin response over DMSO baseline;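 active means at 10 µM dose, activation of 40% or more, normalized to positive control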;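 further: 100% = tunicamycin at 10 µg/mL and 0% = DMSO alone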
#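 Test system: CHO CHOP reporter cells. Input: 500 CHO-CHOP cells per well. Medium: F12 with 10% FBS. Technique: luciferase luminescence. Measure: percent activation relative to tunicamycin control. Dosing: 10 µM compound, 0.5% DMSO. Timing: 16-18 h cell attachment, then 6 h compound exposure, 37 °C.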
# Jurkat NFkB inh: inhibitors of induced NF-kB luciferase reporter, primary screen, TCR NF-kB activation inhibitor project, cell-based, luminescence, uHTS | AID 435003, 2010 | actives 0.53% (n = 330,000) | inhibition, % at 4 µM | Jurkat, PMA/ionomycin-induced NF-kB luciferase reporter; in the data active means inhibition above about 50%
# tim23-1 inh: growth inhibitors of tim23-1 mutant yeast, primary screen, luminescence, uHTS; S. cerevisiae tim23-1 growth, BacTiter-Glo luminescence, 24 h; inhibition, % at 20 µM; actives 1.3% (n = 330,000); AID 463212, 2010;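 active means growth inhibition of the mutant yeast at or above 50%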;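 further: temperature-sensitive mutant grown at 25 °C; plate controls were DMSO-treated mutant yeast for no effect and medium wells lacking yeast for full effect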
# APJ antag: antagonists of human apelin receptor APJ, primary screen, CHO-K1 cells, beta-arrestin complementation, luminescence; P35414; inhibition, % at 20 µM; actives 0.32% (n = 330,000); AID 2521, 2010;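 active means inhibition above about 40% at 20 µM, limit read from the data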;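 further: cells challenged with 10 nM apelin-13 agonist together with compound; plate controls were apelin-13 plus DMSO wells for no effect and DMSO wells lacking apelin-13 for full effect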
# XBP1 UPR activ: activators of adaptive XBP1 UPR arm, primary screen, cell-based, CHO-XBP1 luciferase reporter, luminescence, uHTS; IRE1-XBP1 UPR activation; percent of tunicamycin response, DMSO as zero; activation, % at 20 µM; actives 0.33% (n = 330,000); AID 463104, 2010;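 active means versus positive control, 20 µM dose yields 30% or more activation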;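 further: 100% = tunicamycin at 10 µg/mL and 0% = DMSO only wells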
#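 Assay system: CHO-XBP1 luciferase reporter cells; Schedule: 6 h treatment, 37 °C; Detection: glow luminescence from Steady-Glo reagent; Benchmarks: high control tunicamycin 10 µg/mL final, low control DMSO vehicle only.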
# The depositor's hits bear a star. Compounds as they come (roughly 5% active in at least one column).
SMILES,APJ agonist,697 NFkB inh,Mdm2-MdmX inh,CHOP UPR activ,Jurkat NFkB inh,tim23-1 inh,APJ antag,XBP1 UPR activ
COc1ccc(C(CNC(=O)COc2ccccc2OC)N2CCCCC2)cc1 (stereo not drawn),-3,-2,12,-1.5,5,13,-8,-2
CC(Sc1nnc(-c2ccccc2)c(-c2ccccc2)n1)C(=O)NCC1CCCO1 (stereo not drawn),-6,6,12,0.2,9,13,16,-3
O=c1nc(/C=C/c2cc([N+](=O)[O-])ccc2Cl)cc(C(F)(F)F)[nH]1,2,16,17,-2.5,-8,21,-17,-1
C=CCn1c(O)c(N=NC(=O)CNC(=O)/C=C/c2ccco2)c2ccccc21,-1,17,-8,-0.1,11,23,10,-4
COc1ccc2cc(OCC(=O)NNC(=O)Nc3ccc(F)cc3)ccc2c1,-1,-9,21,-1.2,-8,-8,-4,-1
COc1ccc(S(=O)(=O)NNC(=O)c2csc(-n3nc(C)cc3C(F)(F)F)n2)cc1OC,1,8,24,1.8,-13,18,1,2
Cc1noc(C(=O)Nc2ccc(F)c(Cl)c2)c1Cl,-3,-26,-27,4.1,-27,2,14,2
CC1(C)CC2CC(C)(CN2S(=O)(=O)c2ccc(C(=O)Nc3cccc(S(=O)(=O)N4CCOCC4)c3)cc2)C1 (stereo not drawn),-1,-16,20,1.2,63*,20,-8,-3
CCOC(=O)C1(CC2CCCCO2)CCN(Cc2nc3ccccc3nc2C)CC1 (stereo not drawn),-3,3,26,-1.1,3,14,-11,-2
CCC(C)(O)c1[nH]c2ccc(C(=O)OC)cc2c1C (stereo not drawn),0,-43,-60,0.8,-34,28,-34,4
COc1cccc(NC(=O)CN(C)C(=O)COc2ccc3ccccc3c2)c1,6,8,-13,0.4,10,6,2,-2
O=C(/C=C/c1ccc(O)c(O)c1)c1ccc(S(=O)(=O)N2CCCCCC2)cc1,-6,-43,7,90*,11,11,42*,24
COCCN(CCOC)Cc1c(C)[nH]c2ccccc2c1=O,3,11,-1,-1.4,-17,1,-18,0
C/C(=C/C(=O)N1CCc2ccccc21)C(=O)O,-3,12,0,-0.5,13,5,-3,-1
COc1cc(NC(=O)c2cccs2)c(OC)cc1NC(=O)Nc1ccc(F)cc1,1,-22,18,1.8,-15,17,-12,-6
O=S(=O)(Cc1ccccc1)N1CCC(c2nc(-c3cccs3)no2)CC1,0,6,2,-0.8,-6,30,-24,1
O=C(c1nn(-c2ccccc2)c(=O)c2ccccc12)N1CCN(c2ncccn2)CC1,-1,8,-1,0.6,-13,22,-2,-2
O=c1c2ccccc2cnn1Cc1n[nH]c(=S)n1-c1ccc(Cl)cc1,-4,9,1,0.1,-7,8,-16,0
O=C(COc1ccccc1)N=C1SC2CS(=O)(=O)CC2N1c1ccc(F)cc1F (stereo not drawn),3,2,3,0.8,10,7,6,-2
CCCCCN(C(=O)CCC(=O)OC(C)C(=O)c1ccccc1)c1c(N)n(CCCC)c(=O)[nH]c1=O (stereo not drawn),-4,6,23,-0.6,8,5,-32,1
Cn1c(CSc2nc3ccccc3s2)nnc1SCC(=O)NCc1cccnc1,-6,22,1,-1.0,11,8,9,-1
COc1ccc(/C=N/N=C2/NC(=O)C(CC(=O)NC(C)C)S2)cc1 (stereo not drawn),1,-1,-23,-0.6,-19,-1,10,1
COc1cc(NC(=O)Cc2cccs2)c(C(=O)O)cc1OC,0,-2,19,0.9,20,10,-7,-3
Cc1ccsc1C1NC(=O)c2ccccc2N1 (stereo not drawn),-4,-1,14,-0.1,8,1,4,-5
O=C(COC(=O)Cn1nnc(-c2ccccc2)n1)Nc1ccccc1Br,-5,-5,13,-0.2,0,14,8,-1
CCN(CC)C(NC(=O)c1ccccc1)C(=O)c1ccccc1 (stereo not drawn),-2,-3,8,8.4,-14,13,13,-3
CCn1c(SCC(=O)NNC(=O)c2ccc(OC)cc2)nnc1C(C)C,-1,10,12,1.8,9,-1,0,-3
CCCSc1nc(C)c(CC(=O)O)c(=O)[nH]1,-3,16,18,-2.5,15,-2,9,-7
CCOC(=O)C1=NNC2(c3ccccc3)C(=O)N(c3cccc(Br)c3)C(=O)C12 (stereo not drawn),-4,5,-13,0.5,4,17,19,-2
CCCc1nnc(NC(=O)CCC(=O)N2CCCCCC2)s1,-2,-3,6,1.0,15,2,2,-1
COc1ccc(OC)c(-n2nnnc2SCC(=O)Nc2ccc3c(c2)OCCO3)c1,0,0,82*,0.1,-5,-2,8,9
CCCN(CCC)CC(=O)NCC1(c2ccccc2)CCOCC1,4,14,5,2.0,-7,21,3,1
COc1cccc(-n2c(SCC(=O)NCC3CCCO3)nc3c([nH]c4ccccc43)c2=O)c1 (stereo not drawn),2,7,8,2.3,8,-3,10,-4
Cc1ccc(C(C(=O)NC(C)(C)C)N(CC2CCCO2)C(=O)c2csnn2)cc1 (stereo not drawn),2,5,-8,0.8,3,12,-3,2
NC(=O)CCn1c2ccccc2c2ccccc21,-2,13,-18,-1.4,-7,14,13,1
O=C(NCc1ccccc1)c1ncn(Cc2ccccc2)c1C(=O)NCc1ccccc1,-2,-11,17,0.5,-7,20,2,-3
COc1cccc(N2CCN(C(=O)Cn3c(=O)oc4ccccc43)CC2)c1,-3,11,5,0.7,3,7,7,3
COc1cc(CO)c(Br)cc1OCC(=O)Nc1ccccc1C,-1,-9,-5,-2.0,-37,23,16,1
CC(=O)c1cccc2c(O)c(C3=Nc4ccccc4C3=O)[nH]c12,8,-56,8,17,-67,88*,-5,20
Cc1ccc(-c2nnc3n2N=C(c2ccccc2Br)CS3)cc1,1,3,33,-1.1,5,29,6,4
O=S(=O)(NCCc1csc(-c2ccc(C(F)(F)F)cc2)n1)c1ccc2c(c1)OCCO2,-2,15,4,1.8,18,48,18,-3
Cc1cccc(C(C)C)c1NC(=O)c1cccnc1,-3,20,-22,1.2,13,3,12,0
O=C(Nc1ccc(N2CCOCC2)cc1)c1nc2ccccc2s1,-3,-248,-16,2.2,-102,-7,7,2
CC1CC1C(=O)OCC(=O)Nc1ccc(Cl)cn1 (stereo not drawn),0,19,11,3.6,18,9,9,-1
COc1ccc(Nc2nc(NCCO)nc(N3CCCC3)n2)cc1,1,18,-4,-0.6,8,17,-3,2
COc1ccc(N(CC(=O)NCCSCc2cccc(Cl)c2)S(C)(=O)=O)cc1,0,-25,23,1.1,-8,19,5,-6
COc1cc(OC)cc(C(=O)NC2CCN(CC(=O)Nc3cccc4ccccc34)CC2)c1,-2,3,-2,-2.8,12,-3,13,4
COC(=O)c1ccc2c(c1)NC(=O)C(N1CCCCC1)S2 (stereo not drawn),-2,11,8,-1.0,16,29,8,1
O=C(NS(=O)(=O)c1ccccc1)c1ccccc1,-2,-9,-20,-0.1,-12,-4,1,-2
CCn1c(SCC(=O)O)nnc1-c1ccccc1OC,-2,12,4,0.2,-6,0,5,-3
CCOc1ccc(/C=N/Nc2ccc(C(F)(F)F)cc2[N+](=O)[O-])cc1O,0,8,19,1.7,2,17,-8,1
COc1ccc(C(=O)c2c[nH]c3ccccc23)cc1,-3,-78,-50,4.1,-85,-10,0,4
N#C/C(=C\c1ccccc1OCc1ccc(C(=O)O)cc1)c1ccccc1,-3,-2,-2,-0.5,0,14,-16,0
O=C(COC(=O)Cn1ccc(=O)[nH]c1=O)Nc1ccc(F)cc1,-1,-10,-11,-0.9,-11,-1,3,1
O=C(Nc1ccc(NS(=O)(=O)c2ccccc2)cc1)c1ccccc1Cl,1,5,23,-0.6,6,-5,11,3
COC(=O)N1N=C(c2ccccc2)CC1(O)C(F)(F)F (stereo not drawn),3,-33,-22,3.5,-23,6,-8,1
Cc1ccc(S(=O)(=O)N2CCC(C(=O)NNC(=O)c3ccc(F)cc3)CC2)cc1,-2,12,9,-0.2,15,5,11,3
CC(C)(C)c1ccc(C(=O)Nc2nnc(Cc3c[nH]c4ccccc34)s2)cc1,3,-20,-2,3.2,2,3,0,0
CCOC(=O)Cn1cnc(-c2ccc([N+](=O)[O-])cc2)c1,-3,3,-12,3.5,9,11,1,2

# Arranged by length of the SMILES (falling): some entries from above
SMILES,APJ agonist,697 NFkB inh,Mdm2-MdmX inh,CHOP UPR activ,Jurkat NFkB inh,tim23-1 inh,APJ antag,XBP1 UPR activ
O=C(c1nn(-c2ccccc2)c(=O)c2ccccc12)N1CCN(c2ncccn2)CC1,-1,8,-1,0.6,-13,22,-2,-2
Cc1ccc(C(C(=O)NC(C)(C)C)N(CC2CCCO2)C(=O)c2csnn2)cc1 (stereo not drawn),2,5,-8,0.8,3,12,-3,2
N#C/C(=C\c1ccccc1OCc1ccc(C(=O)O)cc1)c1ccccc1,-3,-2,-2,-0.5,0,14,-16,0
O=C(COC(=O)Cn1ccc(=O)[nH]c1=O)Nc1ccc(F)cc1,-1,-10,-11,-0.9,-11,-1,3,1

# Structures listed so far containing a nitro group on carbon:
SMILES,APJ agonist,697 NFkB inh,Mdm2-MdmX inh,CHOP UPR activ,Jurkat NFkB inh,tim23-1 inh,APJ antag,XBP1 UPR activ
O=c1nc(/C=C/c2cc([N+](=O)[O-])ccc2Cl)cc(C(F)(F)F)[nH]1,2,16,17,-2.5,-8,21,-17,-1
CCOc1ccc(/C=N/Nc2ccc(C(F)(F)F)cc2[N+](=O)[O-])cc1O,0,8,19,1.7,2,17,-8,1
CCOC(=O)Cn1cnc(-c2ccc([N+](=O)[O-])cc2)c1,-3,3,-12,3.5,9,11,1,2

# Bioassay records deposited in PubChem BioAssay by Sanford-Burnham Center for Chemical Genomics.
